# Screening data deposited in PubChem by several laboratories.
# PMI act hi M6P = activators of human phosphomannose isomerase at near-saturating mannose 6-phosphate; AID 1216; activation factor at 20 µM; 190,000 tested, 0.34% active; coupled PMI enzyme assay, resazurin fluorescence, 20 min; hits give high values; 1 = untreated enzyme, 0 = substrate-free blank; P34949;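 active = activation factor of 2 or more at 20 µM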
# Target sequence (P34949 whole entry, looked up): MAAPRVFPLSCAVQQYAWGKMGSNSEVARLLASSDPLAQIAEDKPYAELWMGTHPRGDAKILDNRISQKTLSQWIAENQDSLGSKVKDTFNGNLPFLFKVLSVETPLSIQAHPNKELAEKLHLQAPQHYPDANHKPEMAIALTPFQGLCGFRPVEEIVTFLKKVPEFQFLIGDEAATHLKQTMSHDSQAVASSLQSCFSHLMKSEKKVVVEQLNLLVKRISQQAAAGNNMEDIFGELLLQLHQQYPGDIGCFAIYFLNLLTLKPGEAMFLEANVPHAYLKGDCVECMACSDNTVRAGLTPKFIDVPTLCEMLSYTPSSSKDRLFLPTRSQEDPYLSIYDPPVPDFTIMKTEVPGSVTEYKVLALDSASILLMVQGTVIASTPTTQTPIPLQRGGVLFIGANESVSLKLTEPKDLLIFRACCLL
#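 Test system: human phosphomannose isomerase with PGI, G6PDH, diaphorase coupling enzymes / Doses: 20 µM compound, 1% DMSO / Times: enzyme reaction with compound 20 min at room temperature / Measured by: Diaphorase-driven resazurin-to-resorufin fluorescence, excitation 544, emission 590 nm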
# NF-kB neuron act = compounds increasing NF-kB expression in human neuronal cells; fold change at 12.5 µM; 190,000 tested, 1.6% active; NF-kB reporter expression; hits give high values; in the data active = fold change above about 3.3
# TNAP act hi DEA = increases human TNAP activity under high phosphate acceptor concentration | P05186 | purified TNAP, CDP-star luminescence, 1 M DEA, 30 min; hits give high values; 0 = EDTA background, 1 = DMSO-only activity | activation factor at 20 µM | 200,000 tested, under 10 active | AID 1136;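 active = activation factor at least 2 at 20 µM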
# Target sequence (P05186 whole entry, looked up): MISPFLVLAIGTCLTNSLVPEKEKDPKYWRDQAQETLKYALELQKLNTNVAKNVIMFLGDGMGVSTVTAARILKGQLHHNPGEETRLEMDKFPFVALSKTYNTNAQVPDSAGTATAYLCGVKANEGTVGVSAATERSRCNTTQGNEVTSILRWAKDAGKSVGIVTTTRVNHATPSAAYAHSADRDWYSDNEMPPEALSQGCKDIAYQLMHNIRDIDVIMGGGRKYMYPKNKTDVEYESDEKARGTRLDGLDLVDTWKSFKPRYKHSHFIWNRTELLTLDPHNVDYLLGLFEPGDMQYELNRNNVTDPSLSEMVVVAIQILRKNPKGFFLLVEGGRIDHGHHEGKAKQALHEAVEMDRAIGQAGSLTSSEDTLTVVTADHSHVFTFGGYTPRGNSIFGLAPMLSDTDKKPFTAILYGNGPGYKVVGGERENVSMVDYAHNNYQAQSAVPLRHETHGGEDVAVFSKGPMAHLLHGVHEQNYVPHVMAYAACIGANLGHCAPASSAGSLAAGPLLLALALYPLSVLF
#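 Measured by: Luminescent substrate turnover signal | Test system: Human TNAP | Input: TNAP 1/800 final | Dosing: 20 µM single point | Schedule: 30 min, room temperature | Controls: EDTA wells as negative control, DMSO wells as positive control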
# FLuc stim CS = affects firefly luciferase, flagging false hits in luciferase stimulation screens; ATPlite luciferase biochemical, luminescence, 10 min; 0 = ATP-free wells, 1 = DMSO control; activation factor at 10 µM; 200,000 tested, under 10 active;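 active = luciferase activation factor, scaled between plate controls, of at least 2 with compound at 10 µM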
#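 Material: Luciferase/luciferin reagent mix; Doses: test compounds dosed from 2 mM stocks in 100% DMSO; Schedule: 10 min incubation after luciferase reagent addition, room temperature; Measured by: luminescence from luciferase reaction; Read-out: luminescence gain marking luciferase activators.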
# bIAP activator = intestinal alkaline phosphatase (bovine) activation | purified bovine IAP, CDP-star luminescence, 30 min; hits give high values; fold of DMSO-control signal, blank-subtracted | activation factor at 20 µM | 200,000 tested, 0.17% active | AID 1016;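 active = activation factor of 2 or more at 20 µM, a signal rise over negative controls twice the positive control's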
# FLuc inhib CS = Photinus pyralis luciferase inhibition counter-screen. ATPLite firefly luciferase biochemical luminescence, 10 min. 200,000 tested, 1.5% active. AID 1006. inhibition, % at 10 µM;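 active = inhibition above about 50% when tested at 10 µM, limit read from the data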
# APP 5'UTR act = APP 5'UTR luciferase reporter activation; SH-SY5Y APP 5'UTR luciferase reporter, luminescence; zero percent = DMSO vehicle wells; activation, % at 2 µM; 190,000 tested, 1% active;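 active = activation above a set limit, based on mean plus 3 SD of controls, cut at about 140% in these data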; also: values of inactives mirror those of a sister screen read the other way
# TNAP inh no acc = TNAP (human) inhibition, acceptor-free conditions; P05186; 200,000 tested, 0.26% active; AID 1012; inhibition, % at 20 µM; purified TNAP, CDP-star luminescence, 30 min;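 active = tissue-nonspecific alkaline phosphatase inhibition above about 50% at 20 µM in the single-dose screen, limit read from the data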;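 also: 0% = DMSO negative control and 100% = EDTA positive control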
# PMI act = activators of human phosphomannose isomerase | P34949 | purified human PMI, coupled resazurin fluorescence, 20 min; hits give high values; 1 = vehicle control, 0 substrate-free wells | activation factor at 20 µM | 190,000 tested, 0.005% active;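 active = activation factor of 2 or more at 20 µM, relative to plate controls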
# TNAP inh hiacc = inhibitors of human TNAP at high phosphate acceptor concentration; P05186; purified TNAP, CDP-star luminescence, 1 M DEA; inhibition, % at 20 µM; 200,000 tested, 0.03% active;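 active = over 50% inhibition of tissue-nonspecific alkaline phosphatase at 20 µM in the single-dose screen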;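 also: plate controls were DMSO wells for no effect and EDTA-quenched wells as full inhibition for full effect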
# * hit, by the source's call; x = not tested or not shown.
SMILES,PMI act hi M6P,NF-kB neuron act,TNAP act hi DEA,FLuc stim CS,bIAP activator,FLuc inhib CS,APP 5'UTR act,TNAP inh no acc,PMI act,TNAP inh hiacc
COc1ccc(S(=O)(=O)N2Cc3ccccc3CC2C(=O)N2CCOCC2)cc1 (configuration not stated),1,x,1.1,1.1,0.9,-8,11,-19,1,-8
CC(C)C(=O)OC1CCS(=O)(=O)c2sccc21 (configuration not stated),1,1.1,1,1,1.1,2,17,-2,1.1,-4
COC(=O)c1ccc(NS(=O)(=O)c2ccccc2)o1,1.3,1.1,1.1,1.1,0.9,-8,-12,-8,1.4,-7
Cc1ccc(-n2c(=O)[nH]c3cc(C(=O)NC4CCN(Cc5ccccc5)CC4)ccc3c2=O)cc1,1.1,1.2,1.1,1.1,0.9,-10,0,-14,1,-7
COc1ccc(CCNC(=O)CSc2ccc(-c3ccco3)nn2)cc1OC,1,1.9,1,1.1,1,-9,-10,0,1.2,-2
COc1cc([N+](=O)[O-])ccc1N/C=C/C(=O)c1cccs1,1,4.3*,1,0.1,0.8,93*,136*,-4,0.9,4
COc1ccc(Nc2oc(COc3ccccc3OC)nc2C#N)cc1,0.9,0.96,1,1.1,1,-7,0,-8,1,-4
Cc1ccc(Oc2cc(NC(=O)CCCn3nc([N+](=O)[O-])cc3C)cc([N+](=O)[O-])c2)cc1,0.9,0.99,1,1,0.9,-3,7,-14,0.7,-1
CCC(C)NC(=O)C1=C(C)C(=O)OC12CCC(C)CC2 (configuration not stated),0.9,1.1,1.1,1.1,0.9,-5,-20,-5,0.9,-6
CS(=O)(=O)c1ccccc1COC(=O)Nc1ccc(Cl)cc1,1,1.5,1,1,0.9,-3,27,-4,0.9,0

# Reformatted as labelled records: entries from further up
structure: Cc1ccc(-n2c(=O)[nH]c3cc(C(=O)NC4CCN(Cc5ccccc5)CC4)ccc3c2=O)cc1
  PMI act hi M6P: 1.1 | NF-kB neuron act: 1.2 | TNAP act hi DEA: 1.1 | FLuc stim CS: 1.1 | bIAP activator: 0.9 | FLuc inhib CS: -10 | APP 5'UTR act: 0 | TNAP inh no acc: -14 | PMI act: 1 | TNAP inh hiacc: -7

structure: COc1ccc(CCNC(=O)CSc2ccc(-c3ccco3)nn2)cc1OC
  PMI act hi M6P: 1 | NF-kB neuron act: 1.9 | TNAP act hi DEA: 1 | FLuc stim CS: 1.1 | bIAP activator: 1 | FLuc inhib CS: -9 | APP 5'UTR act: -10 | TNAP inh no acc: 0 | PMI act: 1.2 | TNAP inh hiacc: -2

structure: COc1cc([N+](=O)[O-])ccc1N/C=C/C(=O)c1cccs1
  PMI act hi M6P: 1 | NF-kB neuron act: 4.3* | TNAP act hi DEA: 1 | FLuc stim CS: 0.1 | bIAP activator: 0.8 | FLuc inhib CS: 93* | APP 5'UTR act: 136* | TNAP inh no acc: -4 | PMI act: 0.9 | TNAP inh hiacc: 4

# Remaining list, next part
SMILES,PMI act hi M6P,NF-kB neuron act,TNAP act hi DEA,FLuc stim CS,bIAP activator,FLuc inhib CS,APP 5'UTR act,TNAP inh no acc,PMI act,TNAP inh hiacc
O=C(NCCCNC1CCCCC1)c1ccc(/C=N/O)nc1,0.9,1.2,1,1.1,1,-6,-1,-9,0.9,-3
CCN1C(=O)C(CC(=O)NCc2ccc(Cl)cc2)N(CC)C1=O (configuration not stated),0.8,0.96,1,1,1,1,-16,-3,0.9,0
CCCCc1nnc(SCc2ccc(OCC)cc2)n1N,1,1.2,1,1.1,0.8,-7,4,-12,1.1,-5
COc1ccc(NC(=O)NCc2cccn2C)c(OC)c1,1,1.9,1,1,1,0,x,-8,0.9,1
O=C1OCc2cccc3cccc1c23,1.1,1.1,1,1.1,0.9,-8,-29,-12,1.1,-4
Cc1[nH]nc(N2CCCCCC2)c1[N+](=O)[O-],1,0.9,0.9,1,0.9,-4,-7,28,1,6
Cc1c(C(=O)O)sc2nc3n(c(=O)c12)CCCCC3,1,1.3,1,1.1,0.9,-6,3,-9,1,1
CC(=O)N=C1SC2CS(=O)(=O)CC2N1c1c(Cl)cccc1Cl (configuration not stated),1.1,1.1,1,1,1,-4,4,-10,1,-4
Cc1c(C(=O)NCCSCc2ccccc2Cl)cccc1[N+](=O)[O-],0.9,0.97,1.1,1.1,0.8,-8,2,-1,1,-5
CCn1cc(C(=O)O)c(=O)c2cc(F)c(N3CCNCC3)cc21,0.9,1.1,0.9,1,1,0,-7,-4,0.9,5
CC(C)NC(=O)CSCc1ccccc1Cl,1,1.2,1,1,0.9,0,-9,-7,1,0
O=C(Nc1ccc(Cc2ccncc2)cc1)C1CCC(N2C(=O)C3C4C=CC(C5CC45)C3C2=O)CC1 (configuration not stated),0.9,0.36,0.9,1,0.9,2,-3,1,0.9,7
COc1ccc2c(CC(=O)OCC(=O)c3ccc(F)cc3)coc2c1,1,1.2,1,1.1,1,-6,-18,-7,1,-1
C(=N\Nc1ccc2ccccc2n1)/c1ccc2c(c1)OCCO2,1,0.43,1,0.1,1,93*,48,-12,0.9,-3
CC1(C)Cc2c(sc(NC(=O)c3ccco3)c2C#N)CO1,1,2.8,1,0.2,1.1,75*,78,-4,0.9,-1
COC(=O)CNc1nc(-c2cccnc2)nc2ccccc12,1,0.75,1,1,1.1,-2,7,-8,1,-3
COc1ccc(OC)c(-c2cc(C(=O)NCCN3CCOCC3)no2)c1,1.1,1.2,1,1.1,1,-5,3,-19,0.9,-3
Cc1ccc(-c2csc3n[nH]c(=S)n23)cc1,1,1.2,1,0.8,0.7,18,4,33,0.9,2
CCS(=O)(=O)n1nc(-c2ccccc2)nc1SC,1,1.4,1,1,0.8,-2,2,54*,1,-4
CC1=Nn2c(nnc2-c2cccs2)SC1,1.1,1,1,1.1,0.9,-6,-6,-13,1,-4
COc1ccc(S(=O)(=O)N2CCCCC2)cc1NC(=O)c1ccc2c(c1)OCO2,1.1,0.98,1,1,1,-3,-14,-12,1,-5
O=C(NNC(=O)C1CCN(S(=O)(=O)c2ccc(Cl)cc2)CC1)c1ccncc1,0.9,0.99,1,1,1.1,-1,15,-6,0.9,-5
Cc1c(NC(=S)N/N=C/c2ccc(O)cc2)c(=O)n(-c2ccccc2)n1C,1,1.3,1.1,1,1.1,-4,-8,-8,1,-6
C=CCc1ccc(OCCOCCOc2cccc3ccc(C)nc23)c(OC)c1,0.8,0.85,1,1,1.1,-2,0,-6,0.7,-1
COc1ccc(Cc2nc3ccccc3[nH]2)cc1OC,0.9,0.84,1,1,0.9,-1,-7,-6,0.9,0
COc1ccc(-c2nnc3sc(COc4ccc(C)cc4)nn23)cc1,0.9,1.1,1,1,0.9,-1,-13,-5,0.9,-2
CC(=O)c1cccc(NC(=O)CN2C(=O)COc3ccc(Cl)cc32)c1,0.9,0.99,1,1.1,1,-7,-13,-7,0.9,-3
CSc1nc(C(=O)N2CCCC(C(=O)c3ccc(Cl)cc3)C2)cs1 (configuration not stated),1,1,1,1.1,0.9,-6,9,-1,0.9,1
O=C(CSC1=NCCS1)N1CCOCC1,1,1.6,1.1,1.1,1,-6,19,-17,1.1,-6
O=C(CSc1ccc(Cl)cc1)N1CCCC1,1,1.4,1.1,1,0.9,-1,25,-10,1,-5
CCOC(=O)CSCC(=O)Nc1c(C(=O)C2CC2)oc2ccccc12,0.9,1,1,1.1,0.9,-5,-10,-5,1,-1
COc1ccc(CNC(=O)C2CSC(=O)C2)cc1 (configuration not stated),1.8,1.3,1,1.1,0.9,-6,-6,-11,1.3,-3
CCc1nnc(NS(=O)(=O)c2ccc(N/C=C/C(=O)c3ccc(C)cc3)cc2)s1,1,1.2,1,1,0.7,-3,11,3,1.1,-2
CCOC(=O)C1=C(N)N2C(=O)CSC2=C(C(=O)OC)C1,0.9,1.1,1,1,1,2,-12,-19,1,-1
CCN1C(=O)/C(=C\N2CCN(c3cccc(Cl)c3)CC2)SC1=S,0.9,1.3,1,1,0.8,-4,8,-2,1,0
CC(C)OC(=O)CSc1n[nH]c(-c2cccnc2)n1,1.1,1.3,1.1,1,0.9,-3,7,-4,1.2,-9
Cc1nc2nc(SCC(=O)NCc3ccco3)nn2c(C)c1Cc1ccccc1,1.3,1.1,1,1.1,1,-6,-4,-5,1.1,-4
O=CN1CC(=O)N(c2ccccc2)c2c([nH]c3ccccc23)C1,0.9,0.95,1,1,1,2,0,-4,1,-2
COc1ccc(Cn2c(C3CC3)nc3ccc(NC(=O)C4CC4)cc3c2=O)cc1,1.1,8.4*,1.1,0.9,0.9,6,173*,-2,1.1,-8
CCOC(=O)c1c(C)[nH]c(C(=O)COC(=O)C2=NNC(=O)CC2)c1C,1.1,1.1,1,1,1,-2,-19,-8,1,1
CCC(Sc1nccn1C)C(=O)Nc1cccc2ccccc12 (configuration not stated),1,1.1,1,1,1,2,-5,-8,1,-3
N=c1c2c3c(sc2ncn1CCN1CCOCC1)CCCC3,1,1.1,1,1.1,1,-10,9,2,1.1,-4
CCN(CC)c1cc(C)c2ccccc2n1,1.4,0.98,1.1,1.1,0.9,-7,-14,-14,1.3,-5
OCC(CO)(CO)n1cnnn1,1,1.1,1,1,0.9,4,14,-6,0.9,-4
CCOC(=O)C1CCCN(C(=O)c2ccc(CS(=O)(=O)Cc3ccccc3C)o2)C1 (configuration not stated),1,0.81,1,1,0.9,-5,-4,-11,0.9,-4
CCCCOc1cccc(OCC(=O)Nc2nc3ccccc3[nH]2)c1,1.1,1.1,1,1,1,-2,-1,0,1.1,0
CCCCCCCCc1nc(SC(C)C(=O)O)n[nH]1 (configuration not stated),1.1,1.1,1,1,0.8,-5,-6,7,1.2,1
COc1ccc(NC(=O)Nc2ccc(Br)cn2)cc1,1.1,2.2,1.1,1,0.9,-1,94,-17,1.1,-6
c1ccc(CSc2nnc(NC3=NCCCCC3)s2)cc1,0.9,2.9,1,1,1,4,72,-8,1.1,-2
Cc1csc(NC(=O)C(Cc2ccccc2)n2cccc2)n1 (configuration not stated),0.9,0.49,1,1,0.9,-3,10,-14,0.8,-1

# (more compounds)
SMILES,PMI act hi M6P,NF-kB neuron act,TNAP act hi DEA,FLuc stim CS,bIAP activator,FLuc inhib CS,APP 5'UTR act,TNAP inh no acc,PMI act,TNAP inh hiacc
Cc1ccc(-c2nn(-c3ccccc3)cc2/C=N/NC(=O)CSc2nnc(C)n2-c2ccccc2)cc1,0.9,0.99,1,1,1.1,-4,54,-5,0.9,-4
CCOc1ccc(Cl)cc1CNCCNCC(C)O (configuration not stated),1,1,1,1.1,1,-5,23,-2,1,0
CCOC(=O)C(NCCc1ccccc1)(NC(C)=O)C(F)(F)F (configuration not stated),1.1,1.1,0.9,1,0.8,-1,8,-55,1.1,9
Nc1nc(SCC(=O)NC2CCCC2)[nH]c(=O)c1-c1ccccc1,1.1,0.97,1,1.1,0.9,-10,5,14,1.1,-5
Cc1cccc(NC(=O)CSc2nc(COc3ccccc3)nc3ccccc23)c1C,1.1,1.1,1,1,0.9,-4,0,4,1.1,-2
CCSc1nnc(NC(=O)C2Cc3ccccc3CN2C(=O)c2ccco2)s1 (configuration not stated),1,1,1,1,1,0,2,-8,1,-4
O=C(N1CCN=C1SCc1cccnc1)C12CC3CC(CC(C3)C1)C2,1,0.99,1.1,1,1.1,4,-4,-11,0.9,-8
Cc1ccc(N(CC(=O)O)S(C)(=O)=O)cc1Cl,1,1.1,1.1,1,1,-4,11,-12,1,-6
CC(=O)N1CC=CC1(C)C(=O)O (configuration not stated),1.3,1.1,1,1.1,1.6,-10,-4,-8,1.3,-4

# Rows are unselected; any-hit rate near 3.6%.
